Efflux pump mplx: blocks antifungal efflux pumps in multiplex yeast assay; S. cerevisiae Candida pump triplex, Nile Red efflux; inhibition, % at 10 µM; 0.44% of 330,000 active; AID 485275;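 active = plate passing quality check with inhibition over a set limit, or well fluorescence over plate mean plus 4 SD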;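 note: Nile Red retained in pooled yeast measured as flow cytometry median fluorescence; 0% = buffer negative control and 100% = Enniatin B positive control; higher means more Nile Red kept so more efflux inhibition; some compounds called inactive have numbers as strong as hits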
Fam108B inh: Fam108B inhibition, counter-screen for RBBP9 inhibitors | recombinant Fam108B, FP-Rh probe fluorescence polarization | inhibition, % at 9.51 µM | 0.33% of 300,000 active | AID 1947;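 active = inhibition above the screen mean inhibition plus 3 SD, computed separately per campaign, cut at about 18% in these data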;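 note: inhibitors lower polarization as less probe binds the enzyme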
Bcl-xL primary: Bcl-xL (human) inhibition | 0.7% of 320,000 active | inhibition, % at 10.9 µM | GST-Bcl-xL / FITC-Bim BH3 peptide fluorescence polarization;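 active = inhibition above the mean of all tested compounds plus 3 SD, cutoff set per campaign, cut at about 30% in these data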;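 note: 0% = DMSO wells and 100% = unlabeled Bim-BH3 peptide competitor; inhibitors lower millipolarization by displacing the labeled peptide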
Target sequence (Q07817 whole entry, looked up): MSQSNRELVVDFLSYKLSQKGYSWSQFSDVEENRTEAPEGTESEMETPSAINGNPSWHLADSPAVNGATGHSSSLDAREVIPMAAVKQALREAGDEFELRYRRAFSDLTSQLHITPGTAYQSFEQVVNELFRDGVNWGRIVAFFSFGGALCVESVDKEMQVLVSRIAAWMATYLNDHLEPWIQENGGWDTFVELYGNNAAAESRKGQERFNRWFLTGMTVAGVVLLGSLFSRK
MEX-5 binding: C. elegans MEX-5 TCR-2 RNA binding activity | Q9XUB2 | MEX-5/FITC-TCR2 RNA binding, fluorescence polarization; active compounds read low | activity score (negative = inhibition of binding), % at 10 µM | 0.38% of 300,000 active | AID 1832;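 active = inhibition past about -25% in most replicates, and total fluorescence under double the plate's negative control median, limit read from the data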;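 note: 0% = DMSO and -100% = 5 µM competing unlabeled TCR2 RNA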
Target sequence (Q9XUB2 whole entry, looked up): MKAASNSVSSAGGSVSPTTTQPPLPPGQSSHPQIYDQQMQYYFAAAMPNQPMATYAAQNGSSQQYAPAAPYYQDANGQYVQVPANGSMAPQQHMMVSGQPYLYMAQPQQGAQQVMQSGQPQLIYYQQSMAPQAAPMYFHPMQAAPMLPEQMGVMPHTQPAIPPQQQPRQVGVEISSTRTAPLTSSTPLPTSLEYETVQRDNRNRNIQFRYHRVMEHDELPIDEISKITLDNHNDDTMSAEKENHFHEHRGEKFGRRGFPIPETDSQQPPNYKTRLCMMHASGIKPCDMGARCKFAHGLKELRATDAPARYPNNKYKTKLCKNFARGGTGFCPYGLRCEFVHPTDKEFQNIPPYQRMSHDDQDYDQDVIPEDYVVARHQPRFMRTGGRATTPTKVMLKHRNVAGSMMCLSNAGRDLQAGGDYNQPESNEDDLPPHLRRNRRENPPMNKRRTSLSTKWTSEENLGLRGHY
GLD-1 RNA inh: GLD-1-TGE RNA interaction inhibition (C. elegans). Q17339. purified GLD-1 + fluorescein TGE RNA, fluorescence polarization. inhibition, % at 5.96 µM. 0.44% of 320,000 active. AID 2280;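 active = percent inhibition above a per-plate cutoff, the plate mean of test compounds plus 3 SD, cut at about 30% in these data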;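 note: 0% = DMSO wells with GLD-1 and probe and 100% = wells lacking GLD-1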
MCL1-BIM inh: MCL1-BIM-BH3 interaction inhibition (human); GST-MCL1 / FITC-Bim-BH3 fluorescence polarization; inhibition, % at 10.9 µM; 0.68% of 320,000 active;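 active = inhibition above the mean inhibition of all tested compounds plus 3 SD, set per campaign, cut at about 40% in these data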;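 note: 0% = DMSO wells and 100% = unlabeled Bim-BH3 peptide control; higher means more loss of mP so more displacement of Bim peptide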
CR mimetic SO: yeast age-related superoxide inhibition as caloric restriction mimetic; S. cerevisiae aged cells, superoxide DHE fluorescence; active compounds read low; superoxide response (% of plate mean), % at 10 µM; 0.18% of 330,000 active;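 active = superoxide response under a set limit, about three screen SD below normal, cut at about 65% in these data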;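 note: yeast aged for seven days with compound at 30 °C before DHE staining; 100% = average MFI of all compound-treated wells on the plate with controls excluded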
ZTA DNA inh: blocks Epstein-Barr virus ZTA, an EBNA-1 counter-screen | P03206 | ZTA-DNA binding, fluorescence polarization | inhibition, % at 11 µM | 0.15% of 320,000 active | AID 2234; in the data active = inhibition above about 33%
Target sequence (P03206 whole entry, looked up): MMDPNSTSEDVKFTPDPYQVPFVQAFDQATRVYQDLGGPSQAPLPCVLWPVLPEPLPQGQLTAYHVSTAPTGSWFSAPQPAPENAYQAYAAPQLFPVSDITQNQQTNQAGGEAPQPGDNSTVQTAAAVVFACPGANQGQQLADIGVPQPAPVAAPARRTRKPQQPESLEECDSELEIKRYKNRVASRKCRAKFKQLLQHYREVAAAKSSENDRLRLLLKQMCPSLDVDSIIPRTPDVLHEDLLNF
EBNA-1 inh: blocks EBNA-1 binding to DNA. EBNA-1 DNA binding, fluorescence polarization. 0.34% of 300,000 active. AID 1950. inhibition, % at 14.8 µM; in the data active = inhibition above about 28%
Numbers without * were called inactive; x = not tested or not shown.

SMILES | Efflux pump mplx | Fam108B inh | Bcl-xL primary | MEX-5 binding | GLD-1 RNA inh | MCL1-BIM inh | CR mimetic SO | ZTA DNA inh | EBNA-1 inh
Cn1c(=O)c2c(nc(Oc3ccc4c(c3)OCO4)n2Cc2ccc(Br)cc2)n(C)c1=O | 0.0 | 0 | 4 | -0.7 | 5 | -5 | 90 | 17 | 6
CSc1nnc(-c2sc3cc(C(F)(F)F)cnc3c2-c2cccnc2)n1C | 0.0 | 7 | -5 | 1.2 | 5 | -17 | 104 | -3 | -3
CCOc1ccc(N(CC(=O)NCc2ccc(F)cc2)C(=O)c2ccco2)cc1 | -0.1 | -3 | 6 | -0.3 | -5 | 3 | 97 | 1 | -20
Cc1ccc(S(=O)(=O)n2ccc(-c3ccc(OCc4c(F)cccc4Cl)cc3)n2)cc1 | -0.1 | -4 | -3 | 1.5 | 4 | -5 | 91 | -9 | 7
CCCCN(CC)C(=O)Cn1nc(Cc2ccncc2)c2ccccc2c1=O | 0.3 | 1 | 0 | -3.0 | 0 | -7 | 108 | -11 | 1
CC(=O)Nc1cc(C(=O)N2CCN(C)CC2)ccc1Sc1ccc(C)cc1 | -0.2 | -1 | 6 | 1.2 | 2 | -1 | 102 | -11 | 11
COc1ccc(CC(=O)NCC2CCCN(Cc3cccc(C(F)(F)F)c3)C2)cc1 (stereo not given) | 0.0 | -4 | 0 | 0.4 | 11 | 3 | 85 | -6 | -10
Cc1cc(NC(=O)c2ccccc2)ncc1NC(=O)c1ccco1 | 0.0 | -1 | 11 | -6.2 | 6 | 4 | 100 | -9 | 3
CC1CCN(C2(O)C(=O)Nc3ccc(Br)cc32)CC1 (stereo not given) | 0.0 | 6 | -2 | -0.5 | 1 | 4 | 94 | 23 | 7
Cc1ccc(S(=O)(=O)N2c3ccccc3-c3c(ssc3=S)C2(C)C)cc1 | 0.2 | 2 | 12 | -0.5 | -1 | 16 | 105 | 1 | -10
CCOc1cc(N2CCOCC2)c(OCC)cc1NC(=O)c1[nH]c(C)c(C(C)=O)c1C | 0.4 | x | 4 | x | 3 | 6 | 104 | 0 | x
O=C(NCCOc1ccccc1F)c1cc([N+](=O)[O-])ccc1N1CCOCC1 | -0.1 | -3 | 8 | 1.3 | 0 | 6 | 98 | -19 | 10
Cc1c(Cl)cccc1-c1ccc(/C=N/n2cnnc2)o1 | 0.2 | -1 | 6 | -1.8 | 4 | 5 | 103 | -6 | -5
CCOC(=O)C1CCN(C(=O)CN2C(=O)c3cccnc3Oc3ccccc32)CC1 | 0.2 | -1 | 7 | -1.7 | 5 | 2 | 105 | 8 | 5
CCc1ccc2oc(-c3ccc(OC)cc3)cc(=Nc3c(C)n(C)n(-c4ccccc4)c3=O)c2c1 | 0.2 | 4 | 6 | 0.2 | 5 | 4 | 112 | 3 | -6

An excerpt from above in order of SMILES length, falling:
SMILES | Efflux pump mplx | Fam108B inh | Bcl-xL primary | MEX-5 binding | GLD-1 RNA inh | MCL1-BIM inh | CR mimetic SO | ZTA DNA inh | EBNA-1 inh
CCc1ccc2oc(-c3ccc(OC)cc3)cc(=Nc3c(C)n(C)n(-c4ccccc4)c3=O)c2c1 | 0.2 | 4 | 6 | 0.2 | 5 | 4 | 112 | 3 | -6
Cn1c(=O)c2c(nc(Oc3ccc4c(c3)OCO4)n2Cc2ccc(Br)cc2)n(C)c1=O | 0.0 | 0 | 4 | -0.7 | 5 | -5 | 90 | 17 | 6
Cc1ccc(S(=O)(=O)n2ccc(-c3ccc(OCc4c(F)cccc4Cl)cc3)n2)cc1 | -0.1 | -4 | -3 | 1.5 | 4 | -5 | 91 | -9 | 7
CCOc1cc(N2CCOCC2)c(OCC)cc1NC(=O)c1[nH]c(C)c(C(C)=O)c1C | 0.4 | x | 4 | x | 3 | 6 | 104 | 0 | x
COc1ccc(CC(=O)NCC2CCCN(Cc3cccc(C(F)(F)F)c3)C2)cc1 (stereo not given) | 0.0 | -4 | 0 | 0.4 | 11 | 3 | 85 | -6 | -10
O=C(NCCOc1ccccc1F)c1cc([N+](=O)[O-])ccc1N1CCOCC1 | -0.1 | -3 | 8 | 1.3 | 0 | 6 | 98 | -19 | 10
CCOc1ccc(N(CC(=O)NCc2ccc(F)cc2)C(=O)c2ccco2)cc1 | -0.1 | -3 | 6 | -0.3 | -5 | 3 | 97 | 1 | -20
CC(=O)Nc1cc(C(=O)N2CCN(C)CC2)ccc1Sc1ccc(C)cc1 | -0.2 | -1 | 6 | 1.2 | 2 | -1 | 102 | -11 | 11
CCCCN(CC)C(=O)Cn1nc(Cc2ccncc2)c2ccccc2c1=O | 0.3 | 1 | 0 | -3.0 | 0 | -7 | 108 | -11 | 1
CC1CCN(C2(O)C(=O)Nc3ccc(Br)cc32)CC1 (stereo not given) | 0.0 | 6 | -2 | -0.5 | 1 | 4 | 94 | 23 | 7

The list continues:
SMILES | Efflux pump mplx | Fam108B inh | Bcl-xL primary | MEX-5 binding | GLD-1 RNA inh | MCL1-BIM inh | CR mimetic SO | ZTA DNA inh | EBNA-1 inh
CCCCNC(=O)COC(=O)c1cc(C)nc2ccccc12 | -0.2 | 9 | 5 | 0.5 | 4 | -11 | 109 | -26 | -1
Cc1ccc2c(c1)C(=C(C#N)C#N)C(=O)N2CCN1CCCCC1 | 0.3 | 1 | 4 | x | -2 | 5 | 115 | -7 | -3
Cc1cc(NC(=O)c2c(F)c(F)c(F)c(F)c2F)no1 | -0.1 | -4 | -5 | -0.7 | 5 | -3 | 114 | 7 | -7
Cc1cc(C)nc(N2CCCC(C(=O)NNC(=O)c3ccncc3)C2)n1 (stereo not given) | 0.0 | 0 | 3 | -2.0 | 1 | -1 | 103 | 1 | -5
O=C(Nc1nnc(CSCc2ccccc2F)s1)c1cccc([N+](=O)[O-])c1 | -0.2 | 1 | -1 | -2.0 | -2 | 5 | 105 | -10 | 4
CN(Cc1ccccc1)C(=O)COc1cc(Cl)ccc1Cl | 0.0 | 5 | 3 | 1.4 | -4 | 0 | 78 | -14 | 8
Cc1c(C(=O)OC/C(O)=C(\C#N)c2nc3ccccc3[nH]2)oc2ccc(Br)cc12 | -0.1 | 6 | 8 | -14 | 11 | 0 | 121 | -11 | -1
CC(C)(C)N1C(=O)[C@H]2[C@@H](c3ccc(Br)cc3)N3C(=O)N(c4cccc(F)c4)C(=O)[C@@]3(C)[C@H]2C1=O | 0.0 | 0 | 1 | -1.1 | 3 | 4 | 101 | -4 | 4
CC(C)NC(=O)C(=O)Nc1cc2c3c(c1)CCC(=O)N3CCC2 | 0.0 | -1 | 1 | 0.9 | 8 | 4 | 107 | 3 | 3
O=C(C1=C[C@@H](c2ccc(C(F)(F)F)cc2)C[C@@H](OCc2ccc(CO)cc2)O1)N1CCN(Cc2ccc3c(c2)OCO3)CC1 | 0.1 | 1 | 1 | -0.7 | 5 | -2 | 103 | -15 | 7
CCC(C(=O)NC1CCCCC1)n1c2ccccc2c2nc(=O)cc(C)n21 (stereo not given) | 0.0 | 0 | 1 | -1.2 | 3 | 6 | 86 | -8 | 11
NC(=O)C1CCN(CC(=O)Nc2cccnc2Cl)CC1 | -0.1 | 5 | 3 | -1.3 | -3 | -4 | 108 | 11 | -3
CC/C=C\C/C=C\C/C=C\CCCCCCCC(=O)O | 0.1 | 2 | 16 | x | 1 | 11 | 95 | -11 | -1
CCN(CC)C(=O)C(=O)c1cn(CCOc2ccccc2)c2ccccc12 | -0.1 | -6 | -4 | 3.2 | -9 | -5 | 107 | 8 | 0
NC(=O)c1cc(-c2ccccc2)sc1NC(=O)Cc1ccc(S(=O)(=O)N2CCOCC2)s1 | 0.0 | 0 | 2 | 4.2 | 4 | -5 | 104 | -5 | 31*
CN1CCCC(CN2c3ccccc3Sc3ccccc32)C1 (stereo not given) | 0.0 | 8 | 8 | 0.8 | 3 | 9 | 101 | 9 | -1
Cn1c(SCc2nc(-c3ccccc3)no2)nnc1-c1cccs1 | 0.1 | -2 | 2 | -1.2 | 5 | -1 | 107 | -10 | -8
O=C(O)/C=C/C(=O)c1ccc(O)cc1 | -0.1 | 0 | 4 | 1.4 | -3 | 1 | 93 | -2 | 5
Cc1cc(=O)[nH]c(-c2ccc(Cl)cc2)n1 | -0.3 | 4 | 3 | 1.6 | -4 | 1 | 109 | -8 | 6
O=Nc1c(O)[nH]c2c(F)cccc12 | -0.1 | 12 | 0 | -1.1 | 2 | 10 | 118 | 13 | 2
COc1ccc(Cl)cc1NC(=O)c1nnn(CC(=O)Nc2ccc3c(c2)OCO3)c1N | 0.1 | -24 | -1 | 0.0 | -3 | 0 | 103 | -7 | -4
CC(C)c1ccc(N(CC(=O)NCc2ccc(F)cc2)C(=O)c2csnn2)cc1 | 0.2 | -2 | 7 | -2.4 | 0 | 7 | 100 | 22 | 5
N#Cc1ccc(S(=O)(=O)N2CCC(C(=O)Nc3cccc(C(=O)NC4CC4)c3)CC2)cc1 | 0.1 | x | -4 | x | -1 | -13 | 101 | -6 | x
O=C(N/N=C/c1ccco1)C1COc2ccccc2O1 (stereo not given) | -0.2 | 5 | 1 | -2.7 | 2 | 5 | 101 | -1 | 11
CC1CN(C(=O)C(C)Sc2nc3ccccc3s2)CC(C)O1 (stereo not given) | 0.0 | -1 | -3 | -0.9 | -3 | 3 | 97 | -5 | 2
CC(C)CC(COCc1ccc(Cl)cc1)N1CCN(C(=O)c2cccc(C(F)(F)F)c2)CCC1=O (stereo not given) | x | -8 | 6 | 2.2 | 4 | 7 | x | 0 | 2
Nc1nonc1-n1nnc(C(=O)N/N=C/c2c(F)cccc2Cl)c1-c1ccc2c(c1)OCO2 | 0.1 | -2 | 5 | 0.1 | -2 | 4 | 108 | 1 | 18
COc1cccc(NC(=S)N(CCN(C)C)C(C)c2ccco2)c1 (stereo not given) | 0.2 | 3 | 9 | 1.9 | 17 | 16 | 100 | 2 | 2
O=C(c1ccc([N+](=O)[O-])cc1)N1CCN(C(=O)c2cccs2)CC1 | -0.1 | -1 | 11 | -2.0 | 1 | 12 | 103 | 4 | 3
CN(C)c1ccc(CNC(=O)C2CCN(S(=O)(=O)c3ccc4c(c3)CCC(=O)N4)CC2)cc1 | -0.1 | 3 | 5 | -2.6 | 0 | 4 | 101 | 7 | 1
Cc1cc(=O)oc2cc(OCC(=O)Nc3ccc(CN4CCOCC4)cc3)ccc12 | -0.1 | 5 | 5 | 1.7 | -2 | 0 | 94 | -10 | 4
CCCCCc1c(C)nc(Nc2ccc(F)cc2)[nH]c1=O | -0.1 | 1 | 6 | 2.5 | 3 | 6 | 117 | 21 | -1
O=C(N/C=N/O)C(c1ccccc1)c1ncc(C(F)(F)F)cc1Cl (stereo not given) | -0.1 | 2 | 9 | -0.5 | -6 | 7 | 98 | -16 | -5
C/C(CC(=O)Nc1ccc(Br)cc1)=N\NC(=O)c1cccc(O)c1 | 0.1 | -5 | -2 | 0.3 | 3 | 4 | 103 | 11 | -3
O=C(Nc1cccc(/C=C/c2nc3ccccc3c(=O)[nH]2)c1)c1ccccc1Cl | 0.2 | -32 | 1 | -3.7 | 0 | 4 | 103 | -13 | -16
CCOc1ccc(S(=O)(=O)N(CC)CC)cc1NC(=O)CSCc1c(C)noc1C | 0.1 | -2 | -5 | 0.6 | 2 | -1 | 93 | -9 | -1
O=C(NCCCn1ccnc1)c1cccc(S(=O)(=O)NCc2ccccc2)c1 | 0.1 | 2 | 1 | 0.5 | 2 | -4 | 91 | -3 | 6
Cc1nc(N)sc1-c1csc(Nc2ccccc2)n1 | 0.7 | 8 | 6 | -6.8 | 4 | -4 | 123 | -18 | -18
CCCCC(CCC(=O)Nc1ccc(C(=O)OCC)cc1)C(=O)O (stereo not given) | 0.0 | -1 | 7 | -2.5 | 1 | 3 | 105 | -1 | 2

Source: PubChem BioAssay (several laboratories)
